# core dimer inh: blocks dimerization of HCV core protein; TR-FRET GST/Flag-core106 dimerization, 1536-well; inhibition, % at 5 µM; 300,000 tested, 0.33% active;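 active means inhibition above the mean of all tested compounds plus 3 SD, set per screening campaign, cut at about 45% in these data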
#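 Material: Tagged HCV core106 pair (GST and Flag) | Amount: GST-core106 13.5 nM, Flag-core106 17 nM | Medium: KF-containing HEPES buffer, pH 7.45, DTT, CHAPS, BSA | Reagent: Eu donor and XL665 acceptor anti-tag antibodies | Schedule: 4 h at 22.5 °C | Technique: Time-resolved FRET, ex 340 nm, em 617 and 671 nm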
# CTSL1 counter: counter-screen for PFM18AAP inhibitors: inhibitors of F. hepatica cathepsin L1. AID 1906. inhibition, % at 5.96 µM. 300,000 tested, 0.49% active. recombinant F. hepatica cathepsin L1, Z-Leu-Arg-MCA fluorescence;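 active means inhibition above the mean of all tested compounds plus 3 SD, set per screening campaign, cut at about 17% in these data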;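 further: 0% = plate median of test compound wells and 100% = 1 µM Z-Phe-Ala-diazomethylketone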
# TPT1 inh: inhibitors of Candida albicans tRNA 2'-phosphotransferase TPT1. recombinant caTPT1, FP RNA substrate dephosphorylation. inhibition, % at 5 µM. 300,000 tested, 0.81% active. AID 1962;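 active means inhibition above the mean of all tested compounds plus 3 SD, set per screening campaign, cut at about 24% in these data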;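 further: plate controls were DMSO alone for no effect and ferristatin control at 100 nM for full effect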
# PREPL inh: human PREPL enzyme inhibition | Q4J6C6 | recombinant PREPL, fluorescence polarization activity-based probe | inhibition, % at 5.96 µM | 320,000 tested, 0.68% active; in the data active means inhibition above about 43%;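 further: 0% = enzyme with DMSO and 100% = wells lacking enzyme; many of its hits are not listed in these tables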
# Target sequence (Q4J6C6 whole entry, looked up): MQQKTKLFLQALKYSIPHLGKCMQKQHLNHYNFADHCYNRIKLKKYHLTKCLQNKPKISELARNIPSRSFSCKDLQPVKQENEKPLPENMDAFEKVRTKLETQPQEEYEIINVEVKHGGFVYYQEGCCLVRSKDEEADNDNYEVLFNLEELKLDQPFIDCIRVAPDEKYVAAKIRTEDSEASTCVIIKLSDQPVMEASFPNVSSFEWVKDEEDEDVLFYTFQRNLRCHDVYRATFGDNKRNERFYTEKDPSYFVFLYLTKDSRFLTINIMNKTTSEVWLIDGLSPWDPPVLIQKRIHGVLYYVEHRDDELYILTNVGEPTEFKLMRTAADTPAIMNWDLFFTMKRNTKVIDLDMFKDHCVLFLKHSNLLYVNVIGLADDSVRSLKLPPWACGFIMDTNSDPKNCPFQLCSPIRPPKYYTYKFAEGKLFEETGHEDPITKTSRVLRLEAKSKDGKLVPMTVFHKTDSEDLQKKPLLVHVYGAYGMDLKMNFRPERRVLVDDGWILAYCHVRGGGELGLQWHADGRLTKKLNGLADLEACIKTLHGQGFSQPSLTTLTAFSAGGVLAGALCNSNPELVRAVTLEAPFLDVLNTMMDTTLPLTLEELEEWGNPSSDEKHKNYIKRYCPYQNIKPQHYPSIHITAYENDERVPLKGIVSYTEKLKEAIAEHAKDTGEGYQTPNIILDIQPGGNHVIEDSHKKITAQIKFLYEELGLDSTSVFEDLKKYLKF
# EBNA-1 inhibitor: blocks EBNA-1 binding to DNA; AID 1950; 300,000 tested, 0.34% active; inhibition, % at 14.8 µM; EBNA-1 DNA binding, fluorescence polarization; in the data active means inhibition above about 28%
# Efflux pump mplx: blocks antifungal efflux pumps in multiplex yeast assay. S. cerevisiae Candida pump triplex, Nile Red efflux. inhibition, % at 10 µM. 330,000 tested, 0.44% active. AID 485275;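 active means plate passing quality check with inhibition over a set limit, or well fluorescence over plate mean plus 4 SD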;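 further: Nile Red retained in pooled yeast measured as flow cytometry median fluorescence; 0% = buffer negative control and 100% = Enniatin B positive control; higher means more Nile Red kept so more efflux inhibition; some compounds called inactive have numbers as strong as hits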
# ZTA DNA inh: ZTA (EBV) inhibition in EBNA-1 counter-screen | ZTA-DNA binding, fluorescence polarization | inhibition, % at 11 µM | 320,000 tested, 0.15% active; in the data active means inhibition above about 33%
# Target sequence (P03206 whole entry, looked up): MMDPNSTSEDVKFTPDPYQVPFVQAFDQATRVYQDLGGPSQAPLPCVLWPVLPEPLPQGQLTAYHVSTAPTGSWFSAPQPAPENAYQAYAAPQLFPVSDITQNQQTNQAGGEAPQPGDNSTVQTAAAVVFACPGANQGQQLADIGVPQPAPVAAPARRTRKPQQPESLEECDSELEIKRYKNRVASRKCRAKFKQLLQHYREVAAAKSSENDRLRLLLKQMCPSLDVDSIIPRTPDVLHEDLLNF
# PP5 primary: PP5 (human) phosphatase inhibition. purified PP5c, OMFP substrate fluorescence. P53041. inhibition, % at 6.7 µM. 320,000 tested, 0.18% active;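 active means inhibition above the campaign's mean inhibition across all tested compounds plus 3 SD, cut at about 9.5% in these data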;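 further: 0% = DMSO only and 100% = 100 µM cantharidin control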
# PP1 inh: blocks human PP1-alpha phosphatase, a PP5 counter-screen; purified PP1alpha, OMFP fluorescence; inhibition, % at 6.7 µM; 320,000 tested, 0.9% active;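 active means inhibition above the mean inhibition of all tested compounds plus 3 SD, computed separately for each screening campaign, cut at about 15% in these data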
# An asterisk follows results filed as active; . = no result given.
SMILES,core dimer inh,CTSL1 counter,TPT1 inh,PREPL inh,EBNA-1 inhibitor,Efflux pump mplx,ZTA DNA inh,PP5 primary,PP1 inh
O=C(NCc1cccnc1)C1CC(c2ccc(F)cc2)=NO1 (stereo not given),4,-2,4,4,-9,0.1,-3,3.2,-2
CSCCC(NC(=O)c1cc(C)oc1C)C(=O)O (stereo not given),-5,-2,1,-3,-4,-0.1,14,9.2,0
COc1ccc(OCc2cc(C(=O)NC3CCOC(C)(C)C3)no2)c2ccccc12 (stereo not given),12,13,2,16,3,-0.2,-18,3.3,-1
Cc1nn(C)cc1/C=N/NC(=O)CSc1ccccn1,1,-2,-1,-3,2,-0.1,-5,-0.2,-5
CCOC(=O)c1ccc(NC(=O)NCc2ccncc2)cc1,2,-9,-1,4,-14,0.1,-9,1.3,4
CCSCc1nnc(SCC(=O)Nc2cccc(C(C)=O)c2)n1C,1,4,4,4,5,-0.1,9,-0.6,-2
O=C(CSc1nc2c(c(=O)[nH]1)CCC2)Nc1ccccc1Cl,-6,-1,-1,1,3,0.0,1,1.8,5
CC1=CC(C)(C)n2c(O)c(N=NC(N)=S)c3c(C)ccc1c32,5,4,-2,26,3,0.0,1,-0.5,-1
O=C(NCCS(=O)(=O)c1ccc(Br)cc1)c1ccc(F)cc1,-6,-3,0,-11,-9,0.1,0,1.4,-3
COc1c(OC)c(O)c2c(=O)c(O)c(-c3ccccc3)oc2c1OC,1,-1,-3,7,11,-0.2,10,0.9,18*
N/C(=N\OC(=O)CCc1ccccc1)c1cccc(Br)c1,0,-17,0,-3,6,0.1,17,1.5,-3
O=C(CN(Cc1ccccc1)S(=O)(=O)c1ccc2c(c1)OCCO2)Nc1ccc2c(c1)OCCO2,11,6,1,0,-1,0.0,-29,3.0,6
CCn1cc(/C=C/C(=O)c2ccc(O)cc2)c(C)n1,-3,3,-3,-3,0,0.0,8,-0.5,-2
O=C(CC(C(=O)O)P(=O)(c1ccccc1)c1ccccc1)c1ccc(Br)cc1 (stereo not given),2,-2,1,-4,-1,0.1,6,-2.6,0
O=c1c2ccccc2c(/C=N/c2nnc(Cc3ccccc3)s2)c(O)n1-c1ccc(Cl)cn1,13,5,25*,-1,3,-0.1,-2,-1.2,2
COc1cc(C)c(N)cc1C(C)C,2,-2,-1,2,-6,0.0,-5,0.7,-3
CCC1CCCCN1S(=O)(=O)c1ccc([N+](=O)[O-])cc1 (stereo not given),7,-2,1,1,1,0.0,6,0.9,0
NC(=O)c1ccsc1NC(=O)COC(=O)c1ccc(Cl)nc1,20,-3,3,19,-5,0.0,6,-2.1,1
CC(NC(=O)CN(C)Cc1cccc(F)c1)c1ccccc1 (stereo not given),6,4,-2,3,0,-0.2,4,-1.7,-2
O=C(O)COc1c(-c2ccco2)oc2ccccc2c1=O,-2,-1,-4,-2,1,-0.1,8,0.4,1
CCCC(=O)Nc1ccccc1NC(=O)c1ccc(OC(C)=O)cc1,-5,-7,-2,7,6,-0.1,6,-1.4,0
Cc1ccccc1C(=O)N1CCC(C(=O)NN2C(=O)NC3(CCCCC3)C2=O)CC1,.,.,.,4,.,-0.2,9,-0.6,-3
Cc1nc(N(C)C)c2sc(=S)n(Cc3ccccc3)c2n1,-11,2,0,7,-2,0.0,2,1.4,-4
COc1ccc(Nc2nc(-c3sc(NC(C)=O)nc3C)cs2)cc1,59*,8,14,42,2,-0.1,-3,1.3,2
CC(C)C(OC(=O)c1ccco1)C(=O)NC1CCCCC1 (stereo not given),1,-36,-4,-1,0,-0.1,0,-0.4,7
CCOc1cc(NC(=O)c2ccco2)c(OCC)cc1NC(=O)COc1ccccc1,20,-2,-3,-17,2,0.5,4,3.5,15
Cc1ccc(-n2c(C)nnc2SCC(=O)N(C)c2c(N)n(Cc3ccccc3)c(=O)[nH]c2=O)cc1,.,.,.,8,.,0.0,9,3.7,-3
Clc1ccc(CN2CCN(c3ccccc3)CC2)cn1,-1,-2,0,13,-9,0.1,3,0.0,2
O=C1CSC(=Nc2ccc(Cl)cc2)N1Cc1ccco1,0,0,0,2,-7,0.5,2,2.7,-6
Cc1ccc(CN2CCN(Cc3cnc(C)[nH]3)CC2CCO)cc1 (stereo not given),-2,1,-5,1,-2,0.2,0,0.3,-1
COc1ccc(CCNC(=O)N2c3ccccc3Sc3ccccc32)cc1,12,7,-1,-1,12,0.1,1,1.2,4
CCC(Oc1ccccc1)C(=O)Nc1ccccc1C(=O)N1CCCCC1 (stereo not given),8,-2,-2,5,11,0.0,14,0.2,-2
O=C(c1ccco1)N(Cc1cccc(Br)c1)C1CCS(=O)(=O)C1 (stereo not given),-5,-3,-1,-2,-10,0.1,0,-2.3,-6
C/C(=N/NC(=O)CNC(=O)COc1ccccc1)c1ccco1,-14,-3,-1,14,-3,-0.5,-32,1.8,0
COc1ccc(S(=O)(=O)N2CCOC2CNC(=O)C(=O)NCCc2ccccc2OC)cc1 (stereo not given),9,0,-2,4,5,0.0,6,-0.7,1
Clc1ccccc1N1CCN(c2ncnc3nc[nH]c23)CC1,-3,6,-1,5,3,-0.1,-2,2.4,3
O=C(/C=C/c1ccccc1)NC(=S)Nc1ccccc1C(=O)NC1CCCCC1,1,-2,-3,23,-10,0.0,-9,1.2,1
CCOC(=O)NS(=O)(=O)c1ccc(CCNC(=O)c2cc(C)on2)cc1,-3,1,-4,1,7,-0.2,-5,0.2,-3
Cc1ccc(O)c(CNc2cccc3cccnc23)c1,-4,-4,1,14,-11,0.0,8,2.1,-3
COc1ccc([N+](=O)[O-])cc1NCC(=O)Nc1cc(S(=O)(=O)N2CCCCC2)ccc1C,.,.,.,1,.,0.5,0,-1.0,-1
COc1ccccc1NC(=O)CCSc1nc(C)cc(C)n1,-3,1,1,22,2,-0.2,-12,-2.4,-7
CC12CCC(C(=O)N3CCN(C(c4ccccc4)c4ccccc4)CC3)(OC1=O)C2(C)C (stereo not given),9,4,1,14,-15,0.3,2,1.1,0
CCOc1cc(N2CCOCC2)c(OCC)cc1NC(=O)COc1ccc2ccc(=O)oc2c1,5,2,-4,-6,6,0.1,-2,1.3,-4
Cn1c(N)c(-c2nc3cccnc3n2C)sc1=S,-9,-4,-3,4,15,0.1,4,0.8,-3
Cc1cccc(C2C3=C(CCCC3=O)N=C3c4ccccc4C(=O)C32)c1 (stereo not given),-23,9,-3,18,-15,-0.1,2,2.6,11
CCN(CC(=O)Nc1c(F)cccc1F)C(=O)C1(c2ccccc2)CC1,-2,-1,3,-2,3,-0.2,1,-0.8,-5
O=C(C1CCN(c2ncnc3c2sc2cccc(F)c23)CC1)N1CCOCC1,6,0,-2,11,-2,0.0,-3,3.1,4
CCOC(=O)C1=C(C)N=C2SC=C(C)N2C1c1ccc(OC)cc1 (stereo not given),4,-1,-2,4,3,0.0,16,-2.5,-4
CN(C(=O)c1ccccc1Cl)C1CCCCC1,4,-3,-3,-1,2,0.3,-5,3.9,-10
O=S(=O)(Nc1ccccn1)c1ccc(Cl)c2ccccc12,6,0,-2,2,-5,0.4,-1,0.6,-2
Cc1cccc(C)c1OCC(O)CN1CCN(c2ccccc2)CC1 (stereo not given),3,2,-4,-8,-5,-0.4,-1,2.3,-1
COc1ccc(NC(=O)CSc2ccc3nnc(-c4ccccn4)n3n2)cc1,-1,-4,-3,-14,-4,0.2,-11,4.8,2
CC(=O)c1ccc(S(=O)(=O)N2CCN(CC#N)CC2)cc1,-3,-4,-1,-11,-6,0.1,13,-2.4,7
O=C(COc1cccnc1[N+](=O)[O-])Nc1cccc(S(=O)(=O)N2CCOCC2)c1,-1,-5,4,1,14,-0.1,22,-2.3,-1
COC(=O)c1ccc(-c2ccc([C@H]3[C@H]4C=CC[C@@H](C)[C@@H]4C(=O)N3Cc3ccccc3)c(F)c2)cc1,2,1,2,-18,5,0.0,12,2.5,6
Cc1cc(=O)[nH]c(SCC(=O)NCC2CCCO2)n1 (stereo not given),-1,-4,-2,-8,-9,0.1,9,-3.2,-3
COc1ccc(C2CC(c3cccs3)=NN2C(=O)c2ccccc2)cc1OC (stereo not given),-5,-1,-2,2,7,-0.1,-5,1.4,0
Cc1cccnc1NC(=O)c1ccc2c(c1)NC(=O)C(C)S2 (stereo not given),-4,-2,-1,2,5,-0.2,-1,-0.5,-5
CCN(CC(=O)Nc1ccc(NC(C)=O)cc1)C(=O)c1ccccc1SCC(=O)N1CCCC1,.,.,.,4,.,0.0,0,1.6,1
O=c1ccc(/C=C/c2ccccc2)nn1Cc1ccccc1,3,5,3,-45,-7,-0.1,8,3.5,3

# The list goes on; the last four above are carried over.
SMILES,core dimer inh,CTSL1 counter,TPT1 inh,PREPL inh,EBNA-1 inhibitor,Efflux pump mplx,ZTA DNA inh,PP5 primary,PP1 inh
COc1ccc(C2CC(c3cccs3)=NN2C(=O)c2ccccc2)cc1OC (stereo not given),-5,-1,-2,2,7,-0.1,-5,1.4,0
Cc1cccnc1NC(=O)c1ccc2c(c1)NC(=O)C(C)S2 (stereo not given),-4,-2,-1,2,5,-0.2,-1,-0.5,-5
CCN(CC(=O)Nc1ccc(NC(C)=O)cc1)C(=O)c1ccccc1SCC(=O)N1CCCC1,.,.,.,4,.,0.0,0,1.6,1
O=c1ccc(/C=C/c2ccccc2)nn1Cc1ccccc1,3,5,3,-45,-7,-0.1,8,3.5,3
Cc1nc2c(-c3ccc(F)cc3)c(C)nn2c(C)c1CCC(=O)N1CCOCC1,-1,0,0,-6,-4,0.2,6,1.9,1
C=CCn1c(C)nnc1SCC(=O)N1CCN(S(=O)(=O)c2ccccc2)CC1,2,-1,0,-8,-2,-0.1,6,1.3,1
CN(C(=O)c1ccccc1Cl)c1ccccc1,1,-2,0,-4,-6,0.0,5,0.2,6
Cn1c(=O)oc2cc(S(=O)(=O)N3CCC(C(=O)NCC4COc5ccccc5O4)CC3)ccc21 (stereo not given),-4,-5,-3,-7,-6,0.5,2,0.0,1
CC(=O)Oc1cccc(C(=O)Nc2c[nH]c(=O)[nH]c2=O)c1,-1,-18,-5,-4,5,0.0,7,1.3,-4
CS(=O)(=O)c1ccc(Cl)c(NC(=O)Cc2ccccc2F)c1,0,-1,0,9,5,-0.1,10,0.2,-2
COc1ccc(CNc2ccc(Cl)cc2)cc1Cn1ccnc1,7,0,0,28,6,-0.9,3,1.0,5
CCS(=O)(=O)C1=NN2C(=N)/C(=C\c3ccc(OC(=O)c4ccco4)c(Br)c3)C(=O)N=C2S1,6,1,21,37,1,0.2,-1,-2.7,7
COCCNC(=S)Nc1ccc2nc(N3CCCC3)cc(C)c2c1,-8,-1,0,20,-6,0.1,-2,2.8,-4
CCCCn1c(=N)c(S(=O)(=O)c2ccc(Br)cc2)cc2c(=O)n3cccc(C)c3nc21,10,2,0,2,12,0.2,6,-0.1,-2
Cc1nc(Cl)c2c(n1)NC1=C(O2)C(=O)CCC1,-9,13,-58,-454,-1,0.0,-9,3.9,0
CCOc1ccc(Nc2cc(C)nc3c(C)cccc23)cc1,12,0,1,33,4,-0.1,-8,0.0,-1
Cc1ccc2c(c1)CCCN2C(=O)NC1CCCCC1,1,-3,2,-5,0,0.2,-8,4.3,-2
COc1ccccc1CN1C(=O)[C@@H]2Cc3c([nH]c4ccccc34)C(C)(C)N2C1=O,0,5,1,-1,5,0.0,6,6.7,2
O=C(NC1(C(F)(F)F)NC(=O)N(C2CCCCC2)C1=O)c1cccs1 (stereo not given),1,3,0,21,-3,0.4,-5,2.9,-2
CSc1nc(-c2ccccc2)nn1C(=O)c1ccc(Cl)cc1,2,1,1,-1,10,0.1,-5,-0.4,0

# This is a subset, so the mix of outcomes need not match the whole.
